Screening data (PubChem)
JMJD2A Tudor – inhibitors of human JMJD2A Tudor domain | AlphaScreen JMJD2A-Tudor / H3K4me3 peptide binding | Potency, µM (titrated, usually from 114 µM), inactives show top-dose activity change, negative = inhibition, hits mostly inhibitors | actives 4.4% (n = 390,000) | AID 504339; further: potency means the concentration at half of the fitted maximal effect; on the % scale 0 is the no-effect control and ±100 the full control effect; nearly all actives have a fitted effect of over 50% in size
Target sequence (O75164 whole entry, looked up, the tested form may be a part): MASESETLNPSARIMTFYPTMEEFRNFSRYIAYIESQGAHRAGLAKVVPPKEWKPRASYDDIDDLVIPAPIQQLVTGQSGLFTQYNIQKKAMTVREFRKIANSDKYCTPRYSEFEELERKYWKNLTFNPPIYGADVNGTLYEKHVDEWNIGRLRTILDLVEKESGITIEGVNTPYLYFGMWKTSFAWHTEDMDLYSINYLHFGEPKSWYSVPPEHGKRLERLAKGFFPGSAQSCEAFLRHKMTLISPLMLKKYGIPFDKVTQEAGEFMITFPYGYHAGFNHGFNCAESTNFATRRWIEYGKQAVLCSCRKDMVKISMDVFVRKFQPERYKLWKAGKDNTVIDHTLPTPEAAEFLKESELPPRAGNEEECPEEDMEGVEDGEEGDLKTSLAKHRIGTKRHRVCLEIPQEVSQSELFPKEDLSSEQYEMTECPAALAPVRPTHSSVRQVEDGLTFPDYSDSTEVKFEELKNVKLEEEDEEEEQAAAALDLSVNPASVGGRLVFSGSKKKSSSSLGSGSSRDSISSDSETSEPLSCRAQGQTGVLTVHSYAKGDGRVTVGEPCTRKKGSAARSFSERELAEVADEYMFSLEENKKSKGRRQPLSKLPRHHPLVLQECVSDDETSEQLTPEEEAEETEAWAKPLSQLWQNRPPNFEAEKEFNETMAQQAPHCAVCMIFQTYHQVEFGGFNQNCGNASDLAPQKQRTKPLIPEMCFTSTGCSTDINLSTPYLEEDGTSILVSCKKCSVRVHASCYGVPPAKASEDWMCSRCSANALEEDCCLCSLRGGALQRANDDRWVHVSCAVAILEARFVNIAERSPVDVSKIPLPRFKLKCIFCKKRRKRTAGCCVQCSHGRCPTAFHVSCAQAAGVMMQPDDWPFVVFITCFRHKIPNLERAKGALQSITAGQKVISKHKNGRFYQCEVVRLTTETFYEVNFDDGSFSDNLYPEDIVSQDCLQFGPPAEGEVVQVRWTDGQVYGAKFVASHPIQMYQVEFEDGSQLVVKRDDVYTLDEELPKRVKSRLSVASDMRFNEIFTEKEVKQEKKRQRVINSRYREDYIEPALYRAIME
G9a block – G9a (human) methyltransferase inhibition; AID 504332; Potency, µM (top dose mostly 102 µM), for inactives: top-dose activity, negative = inhibition, hits mostly inhibitors; G9a H3K9 monomethylation, AlphaScreen, 2 h; Q96KQ7; actives 8.8% (n = 350,000); further: potency means the concentration at half of the fitted maximal effect; on the % scale 0 is the no-effect control and ±100 the full control effect; nearly all actives have a fitted effect of over 75% in size
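Chemiluminescent proximity detection of H3K9 monomethylation, read after 10 min bead incubation in the dark. Reaction: 20 nM G9a, 500 nM biotin-H3K9 peptide, 20 uM SAM cofactor, 2 h, room temperature, following 15 min enzyme-compound preincubation.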
HP1b binding inh – HP1-beta chromodomain-methylated histone interaction inhibition; Potency, µM (titrated, usually from 114 µM), for the others: top-dose activity change, negative = inhibition, actives largely listed as inhibitors; AID 540317; AlphaScreen HP1-beta / biotin-H3K9me3 peptide binding; P83916; actives 0.56% (n = 390,000); further: potency means the concentration at half of the fitted maximal effect; nearly all actives have a fitted effect of over 70% in size; inactives centre near 23
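HP1-beta protein (50 nM final) preincubated 30 min at room temperature with biotinylated H3(1-18)K9me3 peptide (50 nM) in PBS pH 7.4, 0.01% Tween-20, then compound added for 30 min. AlphaScreen streptavidin donor/nickel chelate acceptor beads (10 ug/mL final), 30 min dark, luminescence read.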
Tb PGK inh – inhibitors of T. brucei phosphoglycerate kinase | PGK/GAPDH coupled, Kinase-Glo luminescence, 60 min | actives 0.043% (n = 380,000) | AID 602233 | Potency, µM (series often up to 57.5 µM), without a hit: top-dose activity change, negative = inhibition, usual class: inhibitors; further: potency means the concentration at half of the fitted maximal effect; on the % scale 0 is the no-effect control and ±100 the full control effect; nearly all actives have a fitted effect of over 60% in size
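Luminescent ATP detection (Kinase-Glo Plus) follows a 60-minute room-temperature incubation, with wells lacking PGK as controls. Buffer: 100 mM TEA (pH 7.6), 5 mM MgCl2, 0.01% Tween-20. Coupling enzyme GAPDH (100 nM final) supplies unstable 1,3-BPG in-well.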
PI4K2A block – inhibitors of human PI4K2A; Q9BTU6; purified PI4K2A, ADP-Glo luminescence, 1 h; stronger effect = lower value; activity change, negative = inhibition, % at 76.9 µM; actives 0.13% (n = 420,000); in the data active means activity change below about -50%; inconclusive means mostly about -30% to -49%;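 further: -100% = wells without enzyme as full effect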
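ADP-Glo luminescence measured ADP generated by PI4K2A enzyme (4 ug/mL before mixing) with 1.2 mM PI substrate (pre-mix) and 300 microM ATP (pre-mix). Tris pH7.5 buffer with MgCl2, Triton X-100; 1 h reaction at ambient temperature.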
GLS inhibitor – glutaminase GLS (human) inhibition. O94925. GLS enzymatic activity, qHTS titration. Potency, µM (series often up to 45.5 µM), inactives show top-dose activity change, negative = inhibition, actives largely listed as inhibitors. actives 0.21% (n = 410,000); further: potency means the concentration at half of the fitted maximal effect; on the % scale 0 is the no-effect control and ±100 the full control effect
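Read-out is an Amplex red fluorescence increase coupled through glutamate oxidase and HRP, measured before and after 30 min room-temperature incubation. hKGA is in 45 mM KH2PO4 (pH 8.2) with 0.02% Tween-20; glutamine added as 1mM solution.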
BAZ2B inh – inhibitors of human BAZ2B bromodomain; AlphaScreen BAZ2B-H3K14Ac peptide displacement; Q9UIF8; actives 4.4% (n = 360,000); Potency, µM (doses to about 114 µM), inactives show at the top dose activity change, negative = inhibition, most hits filed as inhibitors; further: potency means the concentration at half of the fitted maximal effect; on the % scale 0 is the no-effect control and ±100 the full control effect; nearly all actives have a fitted effect of over 60% in size
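BAZ2B (50 nM) with biotin-H3(5-23)K14Ac peptide (50 nM) in PBS pH 7.4, 0.01% Tween-20, preformed 30 min, then compound 30 min at room temperature; top concentration 110uM. AlphaScreen streptavidin donor/nickel chelate acceptor beads (10 ug/mL final), 20 min dark, signal read.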
Pol eta inh – inhibitors of human DNA polymerase eta; recombinant Pol eta, fluorescent DNA replication assay; Q9Y253; Potency, µM (titrated, usually from 114 µM), without a hit: at the top dose activity change, negative = inhibition, actives largely listed as inhibitors; actives 1.2% (n = 390,000); further: potency means the concentration at half of the fitted maximal effect; on the % scale 0 is the no-effect control and ±100 the full control effect
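Fluorescent replication assay: 50 nM final substrate added after a 15 min room-temperature compound preincubation with 10 nM enzyme. Signal taken at 0 min and again at 10 min.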
Pin1 inhibitor – inhibitors of human Pin1. Q13526. Pin1 FP peptide displacement, HiFluor488, 10 min. Potency, µM (doses to about 115 µM), for the others: at the top dose activity, negative = inhibition, hits mostly inhibitors. actives 0.009% (n = 390,000). AID 504891; active means well fitted inhibition curve with a large enough effect in the polarisation, with a control signal flat, not every such curve was filed as active; inconclusive means small, poorly fitted or top-dose-only effect, or effect the other way, or a change in a side signal; inactive means no such curve, though single readings can be large or run the other way; the % refers to the polarisation; further: potency means the concentration at half of the fitted maximal effect; on the % scale 0 is the no-effect control and ±100 the full control effect
* marks the source's active call; other numbers are inactive results; i = inactive; ? = inconclusive; . = not tested or not shown; & = joins results of further samples; [ ] = another dose, or the depositor's remark. Unless noted, the call rests on the fitted dose curve; in most records, active means well fitted curve in the direction sought with a large enough effect; inconclusive means small, poorly fitted or top-dose-only effect, or another doubt; inactive means no such curve, though single readings can be large; an effect the other way counts as inactive or inconclusive.

#	smiles	JMJD2A Tudor	G9a block	HP1b binding inh	Tb PGK inh	PI4K2A block
1	C[C@H]1CN([C@@H](C)CO)C(=O)CCCn2cc(nn2)CO[C@@H]1CN(C)C(=O)c1cc(-c2ccccc2)on1	.	.	.	i	4
2	O=C(Nc1nnc(Cc2ccccc2)s1)C1CCN(C(=O)c2ccco2)CC1	-20%	10µM*	?	-2%	2
3	COc1ccc(N2CCN(C(=O)CCn3nc(C)c(S(=O)(=O)N4CCCC4)c3C)CC2)cc1	-24%	-39%[59 µM]	2%	-6%	-6
4	COc1cc(C2c3cc4c(cc3OC(Nc3ccc(C(=O)O)cc3)C2C)OCO4)cc(OC)c1OC (centres undefined)	-33%	.	-25%	1%	-2
5	O=C1CC(C(=O)N2CCCc3ccccc32)CN1c1ccc(Cl)cc1 (centres undefined)	-14%	-3%	20%	-5%	-3
6	Cc1ccc(NC(=O)CSc2nc3nccnc3c(=O)n2CCc2c[nH]c3ccccc23)cc1	-9%	-31%[59 µM]	28%	i	-5
7	CCN(CC)c1ccc(NC(=O)CSc2nnc3nc(C)cc(C)n23)cc1	-17%[11.4 µM]	-45%[12.7 µM]	?	-3%	-4
8	COc1ccc(C2(CNC(=O)c3ccc(N)cc3)CCCC2)cc1	-26%	21%[0.501 µM]	5%	0%	0
9	CCOC(=O)C1CCCN(CCC(=O)Nc2ccc(F)c(F)c2)C1 (centres undefined)	-14%	-34%[12.7 µM]	15%	.	6
10	CCOc1ccc(CCNC(=O)C(CC)n2nc(C)n3c(cc4sccc43)c2=O)cc1OCC (centres undefined)	-16%	?	24%	i	-8
11	CCOc1ccc(NC(=O)C(C)Sc2nnnn2C)cc1 (centres undefined)	-5%	4%[59 µM]	20%	i	-3
12	CCOc1ccc(-c2cc(C)n3nc(C(=O)Nc4cc(Cl)ccc4O)cc3n2)cc1	-18%	-49%[59 µM]	14%	-13%	-4

#	GLS inhibitor	BAZ2B inh	Pol eta inh	Pin1 inhibitor
1	-1%	.	-1%	.
2	0%	-13%	-18%	0%
3	32%[activator]	?	-11%	0%
4	-10%	.	-6%	-7%
5	7%	-15%	9%	-8%
6	2%	?	1%	7%
7	50%[activator]	-35%	-23%	-2%
8	-6%	-4%	-3%	-8%
9	4%	-1%	-4%	-3%
10	0%	-38%	-2%	-12%
11	5%	7%	8%	-6%
12	0%	0%[57.1 µM]	?	-6%

With a hit mark in G9a block, of those listed so far:
#	smiles	JMJD2A Tudor	G9a block	HP1b binding inh	Tb PGK inh	PI4K2A block
2	O=C(Nc1nnc(Cc2ccccc2)s1)C1CCN(C(=O)c2ccco2)CC1	-20%	10µM*	?	-2%	2

#	GLS inhibitor	BAZ2B inh	Pol eta inh	Pin1 inhibitor
2	0%	-13%	-18%	0%

Later entries.
#	smiles	JMJD2A Tudor	G9a block	HP1b binding inh	Tb PGK inh	PI4K2A block
13	COc1ccc(C(=O)NNC(=O)CSc2nnc(C)n2CC2CCCO2)cc1 (centres undefined)	-4%	2%	38%	11%	2
14	CCOc1ccccc1N1CCN(CC(=O)NCCc2ccc(S(N)(=O)=O)cc2)CC1	-12%	-1%	6%	-10%	1
15	N#Cc1nc(N2CCCC2)nc(N2CCCC2)n1	10%	68%[activator][59 µM]	42%	4%	27
16	COCCn1c(N)c(N(Cc2ccccc2)C(=O)CN2C(=O)NC(C)(c3ccccc3)C2=O)c(=O)[nH]c1=O (centres undefined)	-8%	14%	22%	-5%	7
17	COc1ccc(OC)c(-c2nnc3n2N=C(c2ccc(OC)c(OC4CCCC4)c2)CS3)c1	?	.	-10%	-10%	13
18	CCOCCCNC(=O)Cn1nc(-c2ccccc2)ccc1=O	-7%	?	37%	-1%	1
19	CCOc1ccccc1C(=O)NCC(=O)N(C)Cc1cccnc1	-5%	40µM*	14%	-6%	4
20	CCc1cccc(NC(=O)c2ccc(CNc3c(N4CCCC4)c(=O)c3=O)cc2)c1	-16%	4%	-16%	-7%	10
21	COc1cc(CC(=O)NC(c2ccccc2)c2ccccc2)cc(OC)c1OC	?	7%[59 µM]	-6%	i	2
22	S=C(NCCCN1CCOCC1)Nc1cccc(Cl)c1	-9%	0%	27%	i	-1
23	CSc1ncccc1C(=O)OCC(=O)N1CCOCC1	-11%	2%	14%	i	-2
24	O=C(COc1ncnc2ccccc12)NCc1ccc2c(c1)OCO2	-5%	5%[12.7 µM]	6%	-10%	1

#	GLS inhibitor	BAZ2B inh	Pol eta inh	Pin1 inhibitor
13	1%	-16%	-16%	1%
14	15%	-9%	?	2%
15	5%	-14%	-11%	7%&-2%
16	-6%	-3%	-21%	-13%
17	-6%	.	-19%	5%
18	-8%	8%	-13%	0%
19	0%	-5%	4%	3%
20	10%	4%	-2%	0%
21	-18%	-3%	-6%	3%
22	-2%	-12%	12%	-4%
23	3%	5%	3%	2%
24	2%	-3%	7%	9%

Random excerpt: 3 entries already listed, in no set order.
#	smiles	JMJD2A Tudor	G9a block	HP1b binding inh	Tb PGK inh	PI4K2A block
20	CCc1cccc(NC(=O)c2ccc(CNc3c(N4CCCC4)c(=O)c3=O)cc2)c1	-16%	4%	-16%	-7%	10
16	COCCn1c(N)c(N(Cc2ccccc2)C(=O)CN2C(=O)NC(C)(c3ccccc3)C2=O)c(=O)[nH]c1=O (centres undefined)	-8%	14%	22%	-5%	7
22	S=C(NCCCN1CCOCC1)Nc1cccc(Cl)c1	-9%	0%	27%	i	-1

#	GLS inhibitor	BAZ2B inh	Pol eta inh	Pin1 inhibitor
20	10%	4%	-2%	0%
16	-6%	-3%	-21%	-13%
22	-2%	-12%	12%	-4%

Back to the main list, starting 3 compounds before the break.
#	smiles	JMJD2A Tudor	G9a block	HP1b binding inh	Tb PGK inh	PI4K2A block
22	S=C(NCCCN1CCOCC1)Nc1cccc(Cl)c1	-9%	0%	27%	i	-1
23	CSc1ncccc1C(=O)OCC(=O)N1CCOCC1	-11%	2%	14%	i	-2
24	O=C(COc1ncnc2ccccc12)NCc1ccc2c(c1)OCO2	-5%	5%[12.7 µM]	6%	-10%	1
25	CC1(NC(=O)Nc2cccc3ccccc23)CCS(=O)(=O)C1 (centres undefined)	-10%	15%[59 µM]	-9%	7%	9
26	COc1ccc(N2CC(C(=O)N/N=C/c3ccc(C)cc3)CC2=O)cc1 (centres undefined)	-15%	24%	28%	-1%	3
27	CC(On1nnc2ccccc21)C(=O)N1CCN(Cc2ccccc2)CC1 (centres undefined)	-7%	8%	32%	-4%	7
28	Cc1ccc(N(C(=O)CNC(=O)c2ccco2)C(C(=O)NC2CCCCC2)c2cccnc2)c(C)c1 (centres undefined)	-6%	-8%[59 µM]	?	-5%	-6
29	Cc1ccc(Oc2cc(NC(=O)CCCn3nc(C)c([N+](=O)[O-])c3C)cc([N+](=O)[O-])c2)cc1	?	20%[59 µM]	-1%	2%	-2
30	O=C(CNS(=O)(=O)c1cccs1)N1CCc2ccccc2C1	12%	7%[12.7 µM]	23%	-6%	4
31	CC1CN(c2nc3ccccn3c(=O)c2/C=C(\C#N)C(=O)N2CCOCC2)CC(C)O1 (centres undefined)	0%	.	22%	4%	3
32	CC(=O)Nc1ccc(S(=O)(=O)Nc2ccc(Nc3ccccc3)cc2)cc1	?	40µM*	?	i	-2
33	Cc1cc(C)c(S(=O)(=O)N2CCCCC2C(=O)O)c(C)c1 (centres undefined)	-1%	0%	35%	-9%	-5
34	CC(=O)C[C@H]1c2cc(C(F)(F)F)ccc2S(=O)(=O)N1C1CCCCC1	1%	.	38%[activator]	i	5
35	O=C(CN1C(=O)C(=O)N(Cc2ccco2)C1=O)NC1CCCCC1	-16%	?	20%	1%	3
36	O=C(CSc1ccc([N+](=O)[O-])cc1)Nc1cccc(S(=O)(=O)Nc2ccccc2F)c1	?	?	?	i	3

#	GLS inhibitor	BAZ2B inh	Pol eta inh	Pin1 inhibitor
22	-2%	-12%	12%	-4%
23	3%	5%	3%	2%
24	2%	-3%	7%	9%
25	6%	1%	-2%	2%
26	3%	-11%	-14%	1%
27	2%	-12%	-8%	3%
28	2%	1%	-5%	-4%
29	-2%	23%	-24%	0%
30	0%	1%	-14%	-1%
31	6%	20%	-23%	-3%
32	18%	-37%	-18%	1%
33	0%	-21%	2%	0%
34	-2%	.	-5%	-3%
35	-3%	-23%	32µM*	-9%
36	-1%	-31%	-7%	-1%

(further entries)
#	smiles	JMJD2A Tudor	G9a block	HP1b binding inh	Tb PGK inh	PI4K2A block
37	C/C(N)=C(/C#N)C(=O)COC(=O)c1ccccc1Cc1ccccc1	-17%	-7%	27%	8%	-2
38	Nc1ncnc(N(c2ccccc2)C2CCCCC2)c1[N+](=O)[O-]	-16%	3%	19%	-8%	6
39	CC(C)NC(=O)N1CCC(c2nc3ccccc3s2)CC1	0%	20%	43%[activator]	6%	-1
40	CCCCn1nnnc1NCc1cccs1	9%	-45%[12.7 µM]	18%	-7%	2
41	O=C(CBr)N1CCc2ccccc2C(c2ccccc2)C1 (centres undefined)	6%	32µM*	32%	-3%	0

#	GLS inhibitor	BAZ2B inh	Pol eta inh	Pin1 inhibitor
37	-12%	-4%	-24%	9%
38	-4%	-19%	-5%	-6%
39	-17%	-5%	?	0%
40	1%	-5%	-3%	0%
41	-11%	-30%	-17%	-2%

These rows are one share of the data; rates above refer to the full screens.
